ADAM17 inh – inhibits human ADAM17; inhibition, % at 6.95 µM; P78536; AID 720648; 370,000 compounds, 0.83% hits; recombinant ADAM17, EDANS/DABCYL FRET peptide cleavage;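 active = inhibition above the mean of compounds lying between control limits plus 3 SD, set per campaign, cut at about 8.5% in these data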;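 note: 0% = DMSO-only wells as the low control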
PLC-beta3 inh – inhibitors of human phospholipase C beta3; AID 720704; inhibition, % at 12.2 µM; Purified PLC-beta3, fluorogenic substrate, fluorescence; Q01970; 370,000 compounds, 0.18% hits; in the data active = inhibition above about 11%;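 note: 0% = median of compound wells on plate and 100% = full blocker control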
Target sequence (Q01970 whole entry, looked up): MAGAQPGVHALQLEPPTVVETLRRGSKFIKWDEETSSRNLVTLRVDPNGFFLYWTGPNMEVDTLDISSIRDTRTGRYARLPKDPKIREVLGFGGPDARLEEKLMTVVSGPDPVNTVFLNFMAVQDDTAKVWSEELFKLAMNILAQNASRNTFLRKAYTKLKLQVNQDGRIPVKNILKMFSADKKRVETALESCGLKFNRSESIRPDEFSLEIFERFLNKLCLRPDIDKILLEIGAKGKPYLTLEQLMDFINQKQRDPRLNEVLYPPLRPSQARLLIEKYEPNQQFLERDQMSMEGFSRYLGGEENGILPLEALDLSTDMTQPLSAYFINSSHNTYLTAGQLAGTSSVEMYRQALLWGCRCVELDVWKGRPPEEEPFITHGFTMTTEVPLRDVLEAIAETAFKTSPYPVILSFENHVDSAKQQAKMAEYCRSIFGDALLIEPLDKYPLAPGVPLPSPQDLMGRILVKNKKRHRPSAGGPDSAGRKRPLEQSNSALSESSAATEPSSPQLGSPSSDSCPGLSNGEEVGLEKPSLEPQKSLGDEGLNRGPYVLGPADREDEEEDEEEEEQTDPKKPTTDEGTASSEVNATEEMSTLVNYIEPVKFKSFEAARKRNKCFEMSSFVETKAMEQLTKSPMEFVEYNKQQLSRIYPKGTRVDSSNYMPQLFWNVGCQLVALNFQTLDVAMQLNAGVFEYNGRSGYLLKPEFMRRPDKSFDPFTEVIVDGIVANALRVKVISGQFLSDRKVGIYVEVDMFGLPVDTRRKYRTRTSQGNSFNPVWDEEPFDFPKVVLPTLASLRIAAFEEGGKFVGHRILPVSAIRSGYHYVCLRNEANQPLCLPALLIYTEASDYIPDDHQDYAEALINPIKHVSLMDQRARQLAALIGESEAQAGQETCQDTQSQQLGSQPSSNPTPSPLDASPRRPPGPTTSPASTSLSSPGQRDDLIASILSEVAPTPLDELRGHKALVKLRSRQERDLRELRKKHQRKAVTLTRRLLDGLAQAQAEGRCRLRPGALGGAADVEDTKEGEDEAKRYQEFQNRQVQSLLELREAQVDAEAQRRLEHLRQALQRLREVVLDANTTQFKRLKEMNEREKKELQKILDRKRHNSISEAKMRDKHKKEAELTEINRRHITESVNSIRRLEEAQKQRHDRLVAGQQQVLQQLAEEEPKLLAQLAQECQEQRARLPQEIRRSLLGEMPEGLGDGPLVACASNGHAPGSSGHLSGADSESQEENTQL
Tn7 DDE FP – DD(E)-Tn7 binding inhibition, primary FP screen | FP displacement of FITC-Tn7 peptide from fibrin DD(E); 0% = median of compound wells per plate | inhibition, % at 8.3 µM | P02675 | 370,000 compounds, 0.13% hits;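 active = inhibition above the mean of compounds falling within the control limits plus 3 SD of them, cut at about 14% in these data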;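 note: 0% = plate median of compound wells and 100% = 10 µM Aha-Tn7 peptide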
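Test system: human clot-derived fibrin DD(E) complex / Quantity: 2 µM final DD(E) protein / Incubation: 10 min plus 3 h, room temperature / Measured by: fluorescence polarization / Benchmarks: high control of 10 µM Aha-Tn7 peptide / Replicates: singlicate testing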
TDP2 absorb – blocks human TDP2 phosphodiesterase activity. O95551. recombinant TDP2, T5PNP hydrolysis, p-nitrophenol absorbance 415 nm. inhibition, % at 12.8 µM. 370,000 compounds, 0.34% hits;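 active = inhibition above the mean of all tested compounds plus 3 SD, set per campaign, cut at about 25% in these data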;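 note: 0% = DMSO with enzyme and 100% = buffer with substrate but no TDP2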
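System: recombinant human TDP2 / Amount: 120 nM TDP2 per well / Also added: 5 mM T5PNP chromogenic substrate / Doses: 12.8 µM single point, 1% DMSO / Incubation: 2 h at 37 °C / Detection: p-Nitrophenol epi absorbance / Evaluation: % inhibition relative to enzyme-containing and enzyme-free wells / Repeats: singlicate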
SIAE inh – inhibitors of human sialic acid acetylesterase SIAE; Q9HAT2; SIAE FP-Rh probe binding, fluorescence polarization; inhibition, % at 9.66 µM; 370,000 compounds, 0.69% hits; AID 1053197;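 active = inhibition above a cutoff: mean of compounds within the control limits plus 3 SD of those, cut at about 17% in these data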;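 note: 0% = plate median of compound wells and 100% = probe without SIAE protein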
ASAP1 inh – inhibitors of human ASAP1 ArfGAP activity. ASAP1-stimulated ARF1 GTP hydrolysis, GDP FP detection. inhibition, % at 16.5 µM. 360,000 compounds, 0.19% hits. AID 624377; in the data active = inhibition above about 25%;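 note: 0% = vehicle with enzyme and substrate and 100% = no enzyme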
ADAM10 inh – inhibits human ADAM10. recombinant ADAM10, EDANS/DABCYL FRET peptide cleavage, 3 h. inhibition, % at 7 µM. 370,000 compounds, 0.62% hits;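 active = inhibition above a per-campaign cutoff equal to the mean of compounds falling between control-based bounds plus 3 SD, cut at about 20% in these data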;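 note: 0% = DMSO wells while the 100% control is not disclosed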
PLCg1 inh – PLC-gamma1 (human) inhibition, primary screen; P19174; purified PLC-gamma1, fluorogenic substrate, fluorescence; inhibition, % at 12.2 µM; 370,000 compounds, 0.84% hits; AID 720700; in the data active = inhibition above about 9.5%
Tn6 DDE FP – disrupts Tn6 cyclic peptide binding to fibrin D-Dimer-E complex. P02675. Fibrin DD(E) TRITC-Tn6 fluorescence polarization displacement. inhibition, % at 8.3 µM. 370,000 compounds, 0.21% hits. AID 720509;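 active = inhibition above a per-campaign cutoff: mean of compounds within control limits plus 3 SD, cut at about 15% in these data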;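 note: 0% = median of all compound wells on the plate and 100% = blocking peptide control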
ARFGAP1 inh – inhibits rat ARF GTPase activating protein 1. Arfgap1-stimulated ARF1 GTP hydrolysis, GDP FP detection. 360,000 compounds, 0.26% hits. inhibition, % at 16.5 µM;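 active = inhibition above a per-plate limit, mean inhibition of low control wells plus 3 SD, cut at about 25% in these data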;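 note: 0% = DMSO wells with enzyme and 100% = wells lacking Arfgap1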
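Replicates: Single well per compound | Assay system: Truncated rat Arfgap1 GAP domain | Control set: No-Arfgap1 wells (100%) versus DMSO full-reaction wells (0%) | Times: Enzyme reaction 120 min at 25 °C after 20 min preincubation | Reagent: Human ARF1(Δ1-17)-GTP substrate | Measured by: Tracer-displacement fluorescence polarization with EDTA stop, 620/688 nm | Measure: Percent inhibition of Arfgap1-stimulated GTP hydrolysis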
Starred values were filed as active, the others as inactive; i = inactive; / = not tested or not shown.

SMILES	ADAM17 inh	PLC-beta3 inh	Tn7 DDE FP	TDP2 absorb	SIAE inh	ASAP1 inh	ADAM10 inh	PLCg1 inh	Tn6 DDE FP	ARFGAP1 inh
CS(=O)(=O)Nc1cccc(C(=O)OCCCOc2ccc(F)cc2)c1	1	1	-3	12	-8	7	7	2	4	-9
CC(C)(C)c1ccc(C(=O)N2CCN(c3ccc(N4CCOCC4)nn3)CC2)cc1	-187	-500	0	-20	-10	-4	i	-479	-4	5
CC(c1cccs1)N(Cc1ccco1)C(=O)Nc1ccc(Cl)c(Cl)c1 (stereo not given)	8.6*	6	-4	-6	-23	1	10	3	-3	3
CCOc1ccc(N2CC(O)=C(c3nc4ccccc4c(=O)[nH]3)C2=N)cc1	-2	0	0	2	-1	-4	-4	-2	-3	1
CCN(CC)C(=O)Cn1c(=O)n(-c2ccccc2)c(=O)n1CC(=O)N(CC)CC	4	6	-5	5	-1	9	-3	3	-11	4
O=C(CCNS(=O)(=O)c1ccccc1)NCCSc1ccc(Br)cc1	-3	-8	6	3	0	-4	-8	-5	2	5
O=C(CNC(=O)c1ccccc1Cl)c1ccccc1	-2	-3	5	11	-1	0	4	3	3	-4
CCc1nnc(NC(=O)C(=O)NCCOC(=O)c2ccccc2Cl)s1	-5	-3	4	11	-2	-5	2	-2	-1	1
CCCCNS(=O)(=O)c1ccc2nc(SCC(N)=O)[nH]c2c1	-7	-11	1	-1	1	-1	1	-1	-5	6
O=C(CC1Sc2ccccc2NC1=O)NCc1ccc(Cl)cc1 (stereo not given)	-3	-1	-5	15	11	1	0	2	-2	8

A second format for some results above.
structure | ADAM17 inh | PLC-beta3 inh | Tn7 DDE FP | TDP2 absorb | SIAE inh | ASAP1 inh | ADAM10 inh | PLCg1 inh | Tn6 DDE FP | ARFGAP1 inh
CC(C)(C)c1ccc(C(=O)N2CCN(c3ccc(N4CCOCC4)nn3)CC2)cc1 | -187 | -500 | 0 | -20 | -10 | -4 | i | -479 | -4 | 5
CC(c1cccs1)N(Cc1ccco1)C(=O)Nc1ccc(Cl)c(Cl)c1 (stereo not given) | 8.6* | 6 | -4 | -6 | -23 | 1 | 10 | 3 | -3 | 3
CCOc1ccc(N2CC(O)=C(c3nc4ccccc4c(=O)[nH]3)C2=N)cc1 | -2 | 0 | 0 | 2 | -1 | -4 | -4 | -2 | -3 | 1
CCN(CC)C(=O)Cn1c(=O)n(-c2ccccc2)c(=O)n1CC(=O)N(CC)CC | 4 | 6 | -5 | 5 | -1 | 9 | -3 | 3 | -11 | 4
O=C(CCNS(=O)(=O)c1ccccc1)NCCSc1ccc(Br)cc1 | -3 | -8 | 6 | 3 | 0 | -4 | -8 | -5 | 2 | 5
O=C(CNC(=O)c1ccccc1Cl)c1ccccc1 | -2 | -3 | 5 | 11 | -1 | 0 | 4 | 3 | 3 | -4
CCc1nnc(NC(=O)C(=O)NCCOC(=O)c2ccccc2Cl)s1 | -5 | -3 | 4 | 11 | -2 | -5 | 2 | -2 | -1 | 1

More compounds follow.
SMILES	ADAM17 inh	PLC-beta3 inh	Tn7 DDE FP	TDP2 absorb	SIAE inh	ASAP1 inh	ADAM10 inh	PLCg1 inh	Tn6 DDE FP	ARFGAP1 inh
Cn1cc(S(=O)(=O)Cc2ccc(F)cc2)c2ccccc21	3	4	-9	-16	-1	-2	-2	5	4	-10
COC(=O)c1ccc(Nc2ccc3nonc3c2[N+](=O)[O-])cc1	-2	-8	-2	-4	0	16	4	0	0	-10
COc1ccc(N(CC(=O)N/N=C/c2cccs2)S(=O)(=O)c2ccccc2)cc1	-1	0	3	-13	-7	-3	-2	0	4	23
Cc1ccc(CNS(=O)(=O)c2ccc(CN3C(=O)c4cccnc4C3=O)s2)o1	-4	-7	-2	-4	-3	-1	-6	-4	1	0
N#C/C(=C(/O)CCl)c1nc2ccccc2[nH]1	-18	-85	3	11	13	-10	-54	-55	-13	-3
CC1=CC(C)(C)NC(=S)N1c1ccc(Cl)cc1	-5	3	-3	10	0	-13	-15	2	-5	9
CC(=O)OCCCN1C(=O)CCC12CCC(C)CC2 (stereo not given)	-3	-1	-1	4	6	/	-13	-2	-1	/
O=C1Nc2ccccc2Oc2cc([N+](=O)[O-])cc(Oc3ccccc3)c21	0	1	-6	-2	-13	8	5	3	9	5
CCn1cnnc1SCC(=O)Nc1ccccc1C(=O)NC1CC1	-4	11*	3	-13	-11	0	-2	11*	-6	-2
O=C(NCC(c1cccs1)N1CCOCC1)C1CCN(S(=O)(=O)c2c(Cl)cccc2Cl)CC1 (stereo not given)	-4	-3	1	6	-6	4	-15	-1	2	8
COc1cc(/C=N/NC(=O)CSc2ccccn2)ccc1O	-1	-4	2	2	-2	0	8	0	1	5
C=CCNc1ccc(N2C(=O)CCCC2=O)cc1[N+](=O)[O-]	5	-6	1	4	-2	6	4	0	-1	-5
Cc1cccc(Nc2nc(N)nc(CN3CCC(C)CC3)n2)c1C	2	1	7	15	0	-8	4	1	-1	-7
NC(=O)C1CCCc2c1n(Cc1ccccc1)c1ccccc21 (stereo not given)	-6	-10	1	8	2	-2	-9	-4	-3	2
Cn1c(SCC(=O)c2ccc(O)cc2O)nnc1-c1ccccc1	-1	-2	3	6	6	7	1	0	2	4
CCOc1cccc(-c2nnc(SCC(=O)NC3CC3)n2C)c1	-6	-8	7	6	-3	-12	-6	-1	6	10
CCn1ncc(CN2CCN(C(=O)Nc3ccccc3C(=O)OC)CC2)c1C	-4	-3	3	-8	0	-4	-12	-3	13	1
COc1cc([N+](=O)[O-])ccc1N	-3	1	3	-18	-3	1	0	5	-3	6
COc1cccc(-n2nnnc2SCC(=O)NCCc2ccc(OC)c(OC)c2)c1	-5	-1	5	1	-3	8	-9	-1	-1	0
COc1ccc2c(c1)[C@H]1[C@H](CO2)[C@H](c2ccccc2)[C@]2(C)C(=O)N(CC3CCCO3)CC(=O)N12 (stereo not given in full)	-4	-2	2	-2	5	7	-5	-7	-3	-11
Cc1noc(NS(=O)(=O)c2ccc(NC(=O)c3ccccc3NS(=O)(=O)c3ccc(F)cc3)cc2)c1C	-11	-38	3	-2	-2	5	-43	-27	2	-6
CCc1ccccc1NC(=O)NNC(=O)c1ccc2ccccc2c1O	-22	-29	-9	-1	16	-1	-62	-13	1	-5
O=[N+]([O-])c1cccc(/C=N/N2CCN(Cc3ccccc3)CC2)c1	-2	-3	1	2	-4	0	-8	0	-3	8
CCn1c(SCc2ccc(C)cc2)nnc1-c1cnccn1	-5	-7	3	-13	-7	4	-6	-8	7	-2
Cc1nnc(SCC(=O)N(CC(C)C)C2CCS(=O)(=O)C2)n1N (stereo not given)	2	2	1	-10	2	-10	4	1	9	-8
Cc1ccc(OCCC(=O)Nc2cc(S(=O)(=O)N3CCOCC3)ccc2N2CCCC2)cc1	-2	-9	-3	3	9	14	-5	0	-8	1
COc1ccc(Nc2nc(=O)c3cc([N+](=O)[O-])ccc3s2)cc1	-4	-3	7	11	-6	3	-2	0	-6	-1
CN(C)CCCN(C(=O)c1ccc(Br)s1)c1nc2cc3c(cc2s1)OCCO3	0	-113	-9	-3	-4	-6	-2	-119	-3	5
Cc1nc(NC(=S)NC(=O)c2cncc(Br)c2)ccc1Br	-5	2	6	6	2	2	-11	2	9	-1
COc1ccc(C2Nc3ccccc3C(=O)N2Cc2cccnc2)cc1COc1c(C)cccc1C (stereo not given)	-271	-482	-5	-11	-2	/	i	-338	-15	/
COC(=O)[C@H](Cc1ccccc1)NC(=O)NCCC1=CCCCC1	-5	0	5	3	2	-3	-2	-5	2	2
O=C(O)C1Sc2[nH]c(=O)sc2C2c3ccc(O)cc3OC(=O)C12 (stereo not given)	-50	-101	1	6	-2	-7	-153	-79	-5	15
Cn1nc(-c2ccccc2)c(-c2nc(-c3cccc(Cl)c3)no2)c1Cl	-3	4	3	7	-1	-3	0	1	5	-4
O=C(Nc1nc2ccccc2[nH]1)c1ccc(Cl)c([N+](=O)[O-])c1	0	-2	-3	-1	0	4	9	3	-7	-3
COc1cccc(C(=O)Nc2cc(S(=O)(=O)N3CCCCC3)ccc2OC)c1	6	-3	1	-24	-9	7	2	8	-15	12
CC(=O)c1sc(NC(=O)CCCOc2ccccc2C)nc1C	2	-2	0	2	0	-1	7	1	-4	17
NC(=NC(=O)c1ccccc1)N1CCN(C(c2ccccc2)c2ccccc2)CC1	1	-8	11	-9	3	4	10	4	-5	-6
Nn1c(SCC(=O)Nc2ccc3c(c2)OCO3)nnc1C(F)(F)F	0	1	0	13	0	10	0	2	3	-4
CN(C)S(=O)(=O)c1ccc(Cl)c(C(=O)OCC(=O)NNC(=O)c2cccs2)c1	-2	-4	4	-3	-5	4	-1	-1	2	-11
Cc1nnc(SCC(=O)Nc2ccc3c(c2)OCO3)o1	-2	1	-1	1	2	-3	-4	-3	-4	-1
O=C(Nc1ccc(Oc2ccc(S(=O)(=O)N3CCOCC3)cn2)cc1)c1ccco1	2	2	-4	-14	5	16	0	2	5	-5
COc1ccc(CN2C[C@]3(C=C4CCCCC4n4c(=O)n(-c5ccccc5)c(=O)n43)N=C2NC(=O)c2ccccc2)c(OC)c1 (stereo not given in full)	8	-12	-3	-3	5	/	32*	-10	-3	/
CN(c1ccccc1C(=O)Nc1ccc(S(=O)(=O)N2CCCC2)cc1)S(C)(=O)=O	-7	3	4	4	-2	-8	11	0	1	13
Cn1c(=O)c(=O)n(C)c2cc(S(=O)(=O)NCCc3ccccc3)ccc21	-6	-18	-14	9	4	-1	-32	-15	-1	-1
COc1ccc(NC(=O)C2CCCN(S(=O)(=O)c3c(C)n[nH]c3C)C2)c(OC)c1 (stereo not given)	-1	2	0	-8	-7	-3	-3	4	-2	-5
N#CC(C(=O)Nc1ccccc1)=C1CCCCC1	-3	0	2	-7	3	5	-5	1	2	-3
O=C(OCC(=O)N1CCCCCC1)c1ccc[nH]c1=O	-4	-2	-1	6	-1	8	-13	2	-4	12
COCCSc1nnc(NC(=O)Cc2ccccc2OC)s1	-4	3	2	-3	-8	5	-11	8	0	8
CC1C/C(=C/c2cccn2C)C(=O)/C(=C/c2cccn2C)C1 (stereo not given)	-3	-22	5	-6	-10	1	-13	-19	1	-3
NC(=O)CSc1nc(O)cc(=O)n1-c1ccccc1	4	3	-8	2	-1	-2	6	6	0	-9
CC1=C(C(=O)N2CCOCC2)C(c2cccc3ccccc23)NC(=S)N1 (stereo not given)	-2	2	-5	8	-6	-6	2	2	4	-1
Cc1cc(C)nc(SCCc2ccncc2)n1	-4	1	0	3	-6	-5	4	1	7	-11
O=C(c1ccoc1)N1CCCC(Nc2ccc(F)c(F)c2)C1 (stereo not given)	0	-1	-2	-3	7	12	-8	2	-7	0
